# Pf gamet viab = late stage P. falciparum gametocyte viability inhibitors, primary screen, ATP luminescence, HTS | P. falciparum stage V gametocytes, 24 h | inhibition, % at 10.9 µM | 150,000 compounds, 0.065% hits;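 active means inhibition above the mean plus 3 SD of compounds within the control limits, set per campaign, cut at about 38% in these data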;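 further: 0% = DMSO wells and 100% = medium only without gametocytes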
# Rac1 act GTP bind = GTP binding modulators of activated mutant Rac1, primary screen, biochemical, bead-based flow cytometry, multiplex, fluorescent GTP; Ras-related C3 botulinum toxin substrate 1 (Homo sapiens), P63000; GST-Rac1 activated beads; actives lie on both sides; 100% means binding = to untreated wells; percent activity (GTP binding), % at 10 µM; 190,000 compounds, 0.11% hits;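 active means GTP binding at least 20 percentage points away from the 100% baseline, in either direction, so actives lie on both sides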
# Rab7 wt GTP bind = modulators of GTP binding to Rab7, primary screen, biochemical, wildtype, multiplex bead flow cytometry. GST-Rab7 beads, fluorescent GTP binding; actives lie on both sides; untreated = 100%, excess cold GTP = 0%. 190,000 compounds, 0.055% hits. GTP binding activity (percent of control), % at 10 µM. AID 758, 2007. Rab7 GTPase wild type (dog), Bodipy-FL-GTP binding;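 active means fluorescent GTP binding to Rab7 beads changed by at least 20 points from the 100% baseline, either direction, mostly lower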;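 further: median green fluorescence of bound Bodipy-FL-GTP per Rab7 bead population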
# RGS8-Gao = RGS8-Galphao binding modulators, primary screen, biochemical, multiplexed bead flow cytometry; Guanine nucleotide-binding protein G(o) subunit alpha (Homo sapiens), P09471; actives lie on both sides; response (percent of control binding), % at 10 µM; 220,000 compounds, 0.34% hits; in the data active means response below about 60% or above about 140%; inactive means in between;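 further: Galphao activated as the GDP aluminium fluoride complex binding bead-coupled RGS8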
# Target sequence (P09471 whole entry, looked up): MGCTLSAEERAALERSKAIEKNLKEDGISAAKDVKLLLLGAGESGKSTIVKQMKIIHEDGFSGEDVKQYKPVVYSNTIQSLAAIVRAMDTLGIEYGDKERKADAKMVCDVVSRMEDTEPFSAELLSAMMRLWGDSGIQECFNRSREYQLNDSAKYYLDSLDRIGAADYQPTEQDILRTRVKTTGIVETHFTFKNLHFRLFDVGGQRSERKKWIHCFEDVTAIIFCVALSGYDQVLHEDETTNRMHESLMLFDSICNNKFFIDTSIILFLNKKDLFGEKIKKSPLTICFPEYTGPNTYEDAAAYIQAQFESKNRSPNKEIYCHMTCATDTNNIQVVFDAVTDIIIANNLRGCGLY
# Mcl1 Bid PPI = Mcl-1/Bid binding inhibitors, primary screen, biochemical, TR-FRET, 1536-well; Induced myeloid leukemia cell differentiation protein Mcl-1 (Homo sapiens), Q07820; TR-FRET Mcl-1/Bid-Dy647 peptide binding; inhibition, % at 21.7 µM; 220,000 compounds, 0.97% hits;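 active means compounds that cut the binding signal by more than half at the single screening dose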;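 further: His-tagged Mcl-1 with europium anti-His antibody binding Bid BH3 peptide; 0% = Mcl-1 plus peptide wells and 100% = peptide-only wells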
# Target sequence (Q07820 whole entry, looked up): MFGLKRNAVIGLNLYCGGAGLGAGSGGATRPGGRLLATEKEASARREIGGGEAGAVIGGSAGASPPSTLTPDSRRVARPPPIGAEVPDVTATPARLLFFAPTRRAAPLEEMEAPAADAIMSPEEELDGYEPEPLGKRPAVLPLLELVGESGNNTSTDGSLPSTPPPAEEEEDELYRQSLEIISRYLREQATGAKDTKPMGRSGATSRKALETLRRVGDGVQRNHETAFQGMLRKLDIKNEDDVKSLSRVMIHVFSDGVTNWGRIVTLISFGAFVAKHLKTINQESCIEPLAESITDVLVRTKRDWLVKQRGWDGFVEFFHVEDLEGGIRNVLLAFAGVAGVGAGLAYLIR
# Cdc42 wt = modulators of GTP binding to wildtype Cdc42, primary screen, biochemical, multiplex bead flow cytometry, Bodipy-GTP. percent activity (GTP binding), % at 10 µM. 190,000 compounds, 0.2% hits. GST-Cdc42 beads; actives lie on both sides;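 active means percent activity GTP binding at least 20 points away from the 100% baseline, either down as inhibitor or up as activator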;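 further: median bead fluorescence of bound Bodipy-FL-GTP at 100 nM; 0% = excess unlabeled GTP control and 100% = no compound control; below 100% means less GTP binding so inhibitor and above means activator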
# Rac1 wt modul = wildtype Rac1 GTP binding modulators, primary screen, biochemical, GST-Rac1 beads, flow cytometry, multiplex; fluorescent GTP binding; actives lie on both sides; 0 = cold GTP competed, 100 = untreated; GTP binding activity (% of control), % at 10 µM; 190,000 compounds, 0.27% hits;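 active means GTP binding activity at least 20 points away from the 100% control level, either lower or higher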
# Rab2A wt mod = modulators of GTP binding to Rab2A wildtype, primary screen, biochemical, dog, bead-based flow cytometry, multiplex; Ras-related protein Rab-2A (Canis lupus familiaris), P61105; GST-Rab2 wt beads, Bodipy-GTP binding; GTP binding activity, % at 10 µM; 190,000 compounds, 0.19% hits;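 active means GTP binding activity at least 20 points away from 100%, either lowered or raised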;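 further: 0% = beads with excess unlabeled GTP and 100% = no-compound control corrected for plate trend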
# Mcl1 Noxa PPI = Mcl-1/Noxa binding inhibitors, primary screen, biochemical, TR-FRET, 1536-well; TR-FRET Mcl-1/Noxa peptide binding, 2 h; inhibition, % at 21.7 µM; 220,000 compounds, 1.5% hits; AID 1022, 2008;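 active means compounds that cut the protein-peptide binding signal by more than 50% relative to plate controls in a single-dose test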;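 further: His-tagged Mcl-1 with rhodamine Noxa BH3 peptide and terbium anti-His antibody; 0% = Mcl-1 plus Noxa peptide wells and 100% = peptide-only wells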
# HRas wt GTP = modulators of GTP binding to HRas wildtype, primary screen, biochemical, bead-based flow cytometry, multiplex. AID 759, 2007. GST-Ras wt beads, Bodipy-FL-GTP binding; actives lie on both sides. GTPase HRas (Homo sapiens), P01112. 190,000 compounds, 0.14% hits. GTP binding activity, % at 10 µM;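 active means GTP binding activity at least 20% away from the 100% baseline, either lowered as inhibitor or raised as activator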;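 further: 0% = unlabeled GTP competition control and 100% = no-compound control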
# Target sequence (P01112 whole entry, looked up): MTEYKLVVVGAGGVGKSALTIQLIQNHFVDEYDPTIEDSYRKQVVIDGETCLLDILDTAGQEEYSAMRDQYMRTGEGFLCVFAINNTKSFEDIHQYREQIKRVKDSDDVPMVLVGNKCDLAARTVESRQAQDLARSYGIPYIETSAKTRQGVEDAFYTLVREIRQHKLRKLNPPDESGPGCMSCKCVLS
# Bim-Mcl-1 = inhibitors of Bim peptide binding to Mcl-1, primary screen, biochemical, bead-based flow cytometry, multiplex; inhibition, % at 10 µM; 190,000 compounds, 0.1% hits; Bim peptide-Mcl-1 binding; AID 1009, 2008; in the data active means inhibition above about 40%;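 further: 0% = no compound tracer wells and 100% = peptide blocker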
# The depositor's hits bear a star; . = no result given. Rows are unselected; about 2.9% have a hit in one of these screens.
# Under each structure – Pf gamet viab, Rac1 act GTP bind, Rab7 wt GTP bind, RGS8-Gao, Mcl1 Bid PPI, Cdc42 wt, Rac1 wt modul, Rab2A wt mod, Mcl1 Noxa PPI, HRas wt GTP, Bim-Mcl-1
1: Cc1c(NC2=NC(C)(C)Cc3ccccc32)c(=O)n(-c2ccccc2)n1C
 : ., 99.0, 98.0, 99.9, -9.4, 102.0, 111.0, 101.0, 11.1, 103.0, 3.0
2: O=C(CSc1nc(O)cc(=O)n1-c1ccccc1)Nc1ccc2c3c(cccc13)CC2
 : 10.0, 94.0, 94.0, 101.8, -61.0, 91.0, 96.0, 93.0, 30.1, 95.0, -2.0
3: COc1ccccc1OCCNC(=O)c1cccs1
 : 6.9, 97.0, 98.0, 103.0, -11.7, 97.0, 99.0, 98.0, 5.0, 98.0, -2.0
4: c1csc(C2CCCN2c2nc3nonc3nc2NC2CC2)n1 (stereo not given)
 : 5.4, 95.0, 105.0, 103.0, -2.4, 97.0, 101.0, 98.0, 13.9, 97.0, 0.0
5: CCOC(=O)N1CCN(CC(O)c2ccccc2)CC1 (stereo not given)
 : 0.7, 101.0, 96.0, 101.7, 12.3, 103.0, 102.0, 96.0, 13.0, 99.0, 0.0
6: CCOC(=O)N1CCN(S(=O)(=O)c2ccc(C(=O)Nc3nc4c(s3)CC(C)CC4)cc2)CC1 (stereo not given)
 : ., 97.0, 98.0, 92.2, 28.9, 100.0, 101.0, 99.0, -36.9, 98.0, -1.0
7: CC1(C)CC(=O)C2=C(C1)N(Cc1ccc(F)cc1)C(=O)C2(NC(=O)c1cccnc1)C(F)(F)F (stereo not given)
 : 10.6, 95.0, 96.0, 107.7, 4.8, 95.0, 101.0, 97.0, 10.7, 98.0, 2.0
8: N/C(=N\OC(=O)c1ccc(Cl)cc1)c1ccccn1
 : ., 100.0, 102.0, 101.5, -32.0, 100.0, 99.0, 102.0, -6.9, 104.0, -1.0
9: CC(=O)Nc1ccc2nc(CN3CCN(Cc4ccc(F)cc4)C(CCO)C3)ccc2c1 (stereo not given)
 : -2.4, 95.0, 104.0, 102.6, -8.2, 96.0, 97.0, 99.0, 15.7, 98.0, -2.0
10: CCc1ccccc1NC(=O)c1cc(-c2ccc(F)cc2)on1
 : -10.3, 96.0, 108.0, 101.1, -17.0, 98.0, 100.0, 103.0, -4.6, 101.0, 2.0
11: CCOCCCNC(=O)c1ccc(CS(=O)(=O)Cc2ccccc2F)o1
 : -10.7, 97.0, 95.0, 99.5, -31.9, 103.0, 101.0, 98.0, 12.8, 97.0, -7.0
12: CN(C)/C=C1/C(=O)N(c2ccc([N+](=O)[O-])cc2)N=C1c1ccccc1
 : 5.7, 96.0, 96.0, 102.9, 6.6, 98.0, 96.0, 96.0, 12.3, 96.0, 3.0
13: COc1ccc(CNC(=O)COC(=O)c2cccnc2Nc2cccc(C(F)(F)F)c2)cc1
 : ., 96.0, 95.0, 100.3, 3.6, 98.0, 99.0, 96.0, -8.0, 98.0, -2.0
14: O=C(Nc1cnc2ccccc2c1)c1ccncc1
 : ., 97.0, 97.0, 104.6, -15.8, 101.0, 95.0, 98.0, 27.1, 97.0, 0.0
15: CC1CCN(c2ccc(C(=O)NCc3ccco3)cc2[N+](=O)[O-])CC1
 : ., 101.0, 95.0, 107.7, -31.1, 94.0, 97.0, 100.0, 13.5, 99.0, -7.0
16: COC(=O)c1sccc1NC(=O)c1c(C)cc(=O)oc1C
 : ., 97.0, 105.0, 99.9, -4.9, 103.0, 100.0, 103.0, 1.2, 103.0, 0.0
17: CC1CCN(C(c2cc3cc4c(cc3[nH]c2=O)OCO4)c2nnnn2CC2CCCO2)CC1 (stereo not given)
 : ., 95.0, 93.0, 106.6, 9.2, 95.0, 95.0, 97.0, -3.4, 97.0, 0.0
18: CC1CCCN(C2=C(NS(=O)(=O)c3ccc(Cl)cc3)C(=O)c3ccccc3C2=O)C1 (stereo not given)
 : -16.3, 92.0, 92.0, 70.4, -32.6, 85.0, 91.0, 92.0, 13.6, 89.0, 16.0
19: CC1CCN(c2ccc(NC(=O)c3cccnc3)cc2)CC1
 : 17.6, 99.0, 101.0, 102.5, -4.4, 101.0, 105.0, 101.0, 1.5, 101.0, -3.0
20: Cc1cc2cc(CNS(=O)(=O)N(C)C)ccc2[nH]1
 : ., 99.0, 95.0, 101.8, 23.8, 100.0, 102.0, 100.0, 27.9, 100.0, -2.0

# An excerpt from above in order of the Rab7 wt GTP bind value, highest first.
entry	molecule	Rab7 wt GTP bind	RGS8-Gao	Mcl1 Bid PPI	Cdc42 wt	Rac1 wt modul	Rab2A wt mod	Mcl1 Noxa PPI	HRas wt GTP	Bim-Mcl-1
16	COC(=O)c1sccc1NC(=O)c1c(C)cc(=O)oc1C	105.0	99.9	-4.9	103.0	100.0	103.0	1.2	103.0	0.0
1	Cc1c(NC2=NC(C)(C)Cc3ccccc32)c(=O)n(-c2ccccc2)n1C	98.0	99.9	-9.4	102.0	111.0	101.0	11.1	103.0	3.0
14	O=C(Nc1cnc2ccccc2c1)c1ccncc1	97.0	104.6	-15.8	101.0	95.0	98.0	27.1	97.0	0.0
12	CN(C)/C=C1/C(=O)N(c2ccc([N+](=O)[O-])cc2)N=C1c1ccccc1	96.0	102.9	6.6	98.0	96.0	96.0	12.3	96.0	3.0
20	Cc1cc2cc(CNS(=O)(=O)N(C)C)ccc2[nH]1	95.0	101.8	23.8	100.0	102.0	100.0	27.9	100.0	-2.0

# (next part)
# Under each structure – Pf gamet viab, Rac1 act GTP bind, Rab7 wt GTP bind, RGS8-Gao, Mcl1 Bid PPI, Cdc42 wt, Rac1 wt modul, Rab2A wt mod, Mcl1 Noxa PPI, HRas wt GTP, Bim-Mcl-1
21: Cc1ccccc1NC1=NCC(c2ccc([N+](=O)[O-])cc2)S1 (stereo not given)
 : -1.3, 97.0, 98.0, 96.0, -4.9, 94.0, 97.0, 96.0, 10.7, 96.0, -1.0
22: Cc1ccc(C(=O)Nc2ccc([N+](=O)[O-])cn2)o1
 : ., 99.0, 100.0, 97.5, -4.2, 98.0, 102.0, 99.0, 22.1, 98.0, 0.0
23: Cc1ccc(N=Cc2sc(O)c3ccccc23)cc1
 : -8.5, 96.0, 96.0, 102.4, -117.8, 95.0, 97.0, 96.0, -38.0, 96.0, 1.0
24: O=C(CN1C(=O)c2ccccc2C1=O)N1CCN(C2c3ccccc3-c3ccccc32)CC1
 : -28.6, 101.0, 99.0, 105.0, -2.7, 98.0, 102.0, 101.0, 25.8, 101.0, -4.0

# Gathered by group, the compounds so far with fluorine
# Under each structure – Pf gamet viab, Rac1 act GTP bind, Rab7 wt GTP bind, RGS8-Gao, Mcl1 Bid PPI, Cdc42 wt, Rac1 wt modul, Rab2A wt mod, Mcl1 Noxa PPI, HRas wt GTP, Bim-Mcl-1
7: CC1(C)CC(=O)C2=C(C1)N(Cc1ccc(F)cc1)C(=O)C2(NC(=O)c1cccnc1)C(F)(F)F (stereo not given)
 : 10.6, 95.0, 96.0, 107.7, 4.8, 95.0, 101.0, 97.0, 10.7, 98.0, 2.0
9: CC(=O)Nc1ccc2nc(CN3CCN(Cc4ccc(F)cc4)C(CCO)C3)ccc2c1 (stereo not given)
 : -2.4, 95.0, 104.0, 102.6, -8.2, 96.0, 97.0, 99.0, 15.7, 98.0, -2.0
10: CCc1ccccc1NC(=O)c1cc(-c2ccc(F)cc2)on1
 : -10.3, 96.0, 108.0, 101.1, -17.0, 98.0, 100.0, 103.0, -4.6, 101.0, 2.0
11: CCOCCCNC(=O)c1ccc(CS(=O)(=O)Cc2ccccc2F)o1
 : -10.7, 97.0, 95.0, 99.5, -31.9, 103.0, 101.0, 98.0, 12.8, 97.0, -7.0
13: COc1ccc(CNC(=O)COC(=O)c2cccnc2Nc2cccc(C(F)(F)F)c2)cc1
 : ., 96.0, 95.0, 100.3, 3.6, 98.0, 99.0, 96.0, -8.0, 98.0, -2.0
